TRb SRC2 PPI = inhibitors of human thyroid hormone receptor beta-SRC2 interaction; Potency, µM (highest dose often 106 µM), inactives show at the highest dose activity change, negative = inhibition, actives largely listed as inhibitors; P10828; TRbeta-SRC2 peptide binding, fluorescence polarization; receptor liganded with 1 µM T3; 280,000 tested, 0.065% active;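 note: plate controls were bound peptide for no effect and peptide without receptor for full effect; nearly all actives have a fitted effect of over 50% in size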
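Decrease in fluorescence polarization of 20 nM Texas Red SRC2 coactivator peptide flagged inhibition of its binding to 0.6 uM TRb LBD; 1 uM T3 included, incubation 5 hr, ex 555/em 632 nm.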
L3MBTL1 inh = blocks human L3MBTL1. AlphaScreen L3MBTL1–H3K9me1 peptide binding. Q9Y468. Potency, µM (top dose mostly 57.1 µM), for the others: at the top dose activity, negative = inhibition, most hits filed as inhibitors. 230,000 tested, 0.66% active; note: nearly all actives have a fitted effect of over 60% in size
Target sequence (Q9Y468 whole entry, looked up): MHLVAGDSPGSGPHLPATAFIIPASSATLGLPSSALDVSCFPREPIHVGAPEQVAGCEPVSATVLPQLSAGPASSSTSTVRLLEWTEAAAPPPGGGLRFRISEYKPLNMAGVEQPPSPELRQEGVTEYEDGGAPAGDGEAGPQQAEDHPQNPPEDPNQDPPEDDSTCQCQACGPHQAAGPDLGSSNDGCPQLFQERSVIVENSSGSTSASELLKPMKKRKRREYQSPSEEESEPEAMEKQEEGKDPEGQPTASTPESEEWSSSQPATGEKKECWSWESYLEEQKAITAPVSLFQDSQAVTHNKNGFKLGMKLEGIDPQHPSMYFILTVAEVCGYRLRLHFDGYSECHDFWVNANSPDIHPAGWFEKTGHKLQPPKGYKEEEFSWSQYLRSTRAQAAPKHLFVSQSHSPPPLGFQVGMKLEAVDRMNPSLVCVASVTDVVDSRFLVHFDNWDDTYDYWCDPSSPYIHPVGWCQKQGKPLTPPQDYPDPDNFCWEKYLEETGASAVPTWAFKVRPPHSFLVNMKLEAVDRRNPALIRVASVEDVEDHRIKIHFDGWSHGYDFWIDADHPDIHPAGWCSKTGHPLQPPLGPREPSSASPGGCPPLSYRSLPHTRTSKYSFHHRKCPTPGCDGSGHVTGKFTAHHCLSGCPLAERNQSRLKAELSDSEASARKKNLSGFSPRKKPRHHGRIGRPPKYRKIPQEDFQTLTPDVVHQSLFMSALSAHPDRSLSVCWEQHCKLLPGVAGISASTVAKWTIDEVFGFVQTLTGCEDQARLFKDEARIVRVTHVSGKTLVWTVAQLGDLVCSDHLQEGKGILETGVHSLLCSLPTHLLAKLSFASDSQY
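L3MBTL1 (50 nM) pre-complexed 30 min with biotinylated H3(1-15)K9me1 peptide (75 nM), then compounds added for 30 min at room temperature; AlphaScreen streptavidin donor/nickel chelate acceptor beads (10 ug/mL final) read after 30 min dark incubation.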
KDM4E inh = blocks human JMJD2E demethylase activity; B2RXH2; JMJD2E catalytic domain, FDH-coupled NADH fluorescence (FDH is formaldehyde dehydrogenase); Potency, µM (series often up to 57.1 µM), for the others: at the top dose activity change, negative = inhibition, hits mostly inhibitors; 230,000 tested, 1.6% active; AID 2147; active = well fitted inhibition curve with a large enough effect, not every such curve was filed as active; inconclusive = small, poorly fitted or top-dose-only effect, or another doubt; inactive = no such curve, though single readings can be large or run the other way;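 note: 0% = wells with enzyme and -100% = buffer wells without enzyme; nearly all actives have a fitted effect of over 50% in size; many of its hits are not listed in these tables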
RGS12 GoLoco inh = inhibitors of human Gai1-RGS12 GoLoco interaction (red fluorophore) | Potency, µM (top dose mostly 61.6 µM), for inactives: top-dose activity, negative = inhibition, actives largely listed as inhibitors | 230,000 tested, 0.44% active | P63096 | Gai1:RGS12 GoLoco peptide FP, rhodamine, 10 min | AID 880; active = well fitted inhibition curve with a large enough effect, not every such curve was filed as active; inactive = no such curve, though single readings can be large or run the other way; note: nearly all actives have a fitted effect of over 30% in size; many of its hits are not listed in these tables
Tau ThT inhib = blocks human tau fibril formation measured by thioflavin T; Potency, µM (doses to about 57.4 µM), inactives show top-dose activity, negative = inhibition, usual class: inhibitors; recombinant tau K18 P301L (four-repeat tau fragment), heparin-induced fibrillization, ThT fluorescence; AID 1460; P10636; 270,000 tested, 2.1% active; note: nearly all actives have a fitted effect of over 55% in size
Target sequence (P10636 561-689 P618L limits assumed): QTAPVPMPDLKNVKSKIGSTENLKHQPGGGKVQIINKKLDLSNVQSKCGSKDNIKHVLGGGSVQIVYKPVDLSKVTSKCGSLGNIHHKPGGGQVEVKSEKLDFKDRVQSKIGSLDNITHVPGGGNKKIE
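Heparin-induced fibrillization of the P301L-mutant K18 repeat-domain fragment of human tau was followed by ThT binding in quantitative high-throughput format.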
RECQ1 inh = inhibitors of human RECQ1 DNA helicase; 240,000 tested, 0.54% active; RECQ1 DNA unwinding, red fluorescence kinetic read; P46063; AID 2549; Potency, µM (top dose mostly 57.3 µM), inactives show top-dose activity, negative = inhibition, usual class: inhibitors;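 note: plate controls were vehicle for no effect and no enzyme for full effect; nearly all actives have a fitted effect of over 30% in size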
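50 nM RECQ1T1 preincubated 15 min with compound in Tris pH 8.0 buffer with MgCl2, DTT, Tween-20 and 2.5 ug/ml poly(dI-dC); started with 200 nM TAMRA/BHQ-2 forked duplex and 2 mM ATP. Unwinding read as fluorescence (525/598 nm), two reads 2 h apart.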
Tau fibril FP = tau fibrillization inhibition (FP); P10636; Potency, µM (top dose mostly 57.7 µM), for the others: at the top dose activity, negative = inhibition, most hits filed as inhibitors; K18 P301L tau heparin fibrillization, Alexa594 FP, 6 h; 280,000 tested, 0.39% active; AID 1468; note: nearly all actives have a fitted effect of over 55% in size
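FP of Alexa 594-tau after heparin (20 uM) induction. Substrate: human K18 P301L, 15 uM unlabeled, 0.24 uM labeled. Buffer 100 mM sodium acetate pH 7. 6 hr, 37 C.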
TexasRed fluor = Texas Red fluorescence interference in TRb-SRC2 counter-screen; 280,000 tested, 0.29% active; Potency, µM (titrated, usually from 106 µM), for the others: top-dose fluorescence change, negative = quenching; TRb/SRC2 Texas Red total fluorescence interference; AID 1479; active = well fitted curve in either direction with a large enough effect; inconclusive = small, poorly fitted or top-dose-only effect
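Flags fluorescent or light-absorbing compounds by total fluorescence, S + 2P, at 555 nm excitation and 632 nm emission. Mixture: 20 nM Texas Red SRC2 peptide, 0.6 uM human TRb LBD, 1 uM T3, 5% DMSO; compound exposure 5 h at ambient temperature.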
An asterisk follows results filed as active; i = inactive; ? = inconclusive; . = not tested or not shown; [ ] = dose if it differs, or a comment. Unless noted, calls come from the whole dose curve; as a rule, active = well fitted curve in the direction sought with a large enough effect; inconclusive = small, poorly fitted or top-dose-only effect, or another doubt; inactive = no such curve, though single readings can be large; an effect the other way counts as inactive or inconclusive. Unless noted, % is set by controls: 0 for no effect and ±100 for the full control effect; potency is the fitted concentration of half-maximal effect. This is a subset; count on the stated rates, not on these rows.

Fields: TRb SRC2 PPI, L3MBTL1 inh, KDM4E inh, RGS12 GoLoco inh, Tau ThT inhib, RECQ1 inh, Tau fibril FP, TexasRed fluor
O=C(Cn1ccc2cc(S(=O)(=O)N3CCCCC3)ccc21)NCc1ccccc1Cl
 : -1%, ., ., ., 4%, ., -17%, -5%
O=S(=O)(Nc1ccncc1)c1ccc(Cl)cc1
 : -2%, ., 13%, 6%, -2%, i, 6%, -4%
Nc1cc(-c2ccc(Cl)cc2)nn1S(=O)(=O)c1cccc2nsnc12
 : -2%, ., 0%, 6%, ?, -9%, 10%, -3%
O=C(CS(=O)(=O)c1cccc2nsnc12)N1CCN(c2cccc(C(F)(F)F)c2)CC1
 : -1%, ., ., ., -15%, ., 0%, 1%
O=C(CC(=O)N/N=C/c1c(F)cccc1Cl)NCc1ccccc1
 : 2%, 10%, 8%, 12%, -8%, -1%, 1%, -3%
CC(C)CC(=O)NC(=S)Nc1ccccc1F
 : -2%, ., 0%, -2%, -8%, 8%, 2%, 2%
CCOC(=O)/C(N=Nc1ccc(Cl)cc1)=C(/O)c1ccc([N+](=O)[O-])cc1
 : 2%, ., -3%, -1%, -3%, i, ?, 2%
CCOc1ccc(/C(O)=C2\C(=O)C(=O)N(CCN(C)C)C2c2cccc(OC)c2OC)cc1Cl (centres undefined)
 : -3%, -8%, ?, -14%, -10%, -12%, -2%, -3%
O=C(Nc1ccc(Cl)cc1)c1cc2nc(C3CC3)cc(C(F)(F)F)n2n1
 : -5%, ., ?, 22%, -4%, -17%, ?, -1%
CCOC(=O)C(O)(CC(=O)Nc1cc(F)ccc1C)C(F)(F)F (centres undefined)
 : 1%, 0%, 0%, -2%, -6%, -5%, 7%, -5%
Cc1cc(C)cc(NC(=O)CCC(=O)Nc2cc(C)on2)c1
 : -6%, -9%, 5%, 20%, 7%, 1%, 0%, -9%
O=C1CCCC/C1=N\Nc1ccc(C2CCCCC2)cc1
 : 1%, 3%, -6%, 9%, ?, -9%, 5%, -1%
O=C(/C=C/c1cccs1)N1CCN(Cc2ccc3c(c2)OCO3)CC1
 : 2%, -8%, 12%, 14%, 0%, i, -4%, 1%
Cc1ccc(OCC(=O)NNC(=O)CSc2nnc(-c3ccc(C)cc3)n2C)cc1
 : -3%, -2%, 5%, -9%, 2%, -2%, 9%, 1%
CN(Cc1cn(-c2ccccc2)nc1-c1ccc2c(c1)OCO2)Cc1nccn1C
 : 6%, ?, 1%, -8%, -15%, -3%, 7%, 0%
CCO[C@@H]1OC(C(=O)NCc2nc3ccccc3[nH]2)=C[C@H](c2ccc(C(F)(F)F)cc2)[C@H]1CCCO
 : 0%, 11%, -10%, 3%, -14%, -22%, -10%, -3%
Cc1ccc2nc(-c3cccc(NC(=O)c4cccc5c(Cl)cccc45)c3)oc2c1
 : ?, ., ., ., -7%, ., ?, -78%[53 µM]
CC1(C)C/C(=N\NC(=S)Nc2ccccc2F)c2cc(O)ccc2O1
 : 7%, -23%, ?, 6%, -14%, -7%, 8%, -1%
COc1ccc(-c2cc(C(F)(F)F)nc(SCC(=O)N(C)Cc3ccccc3)n2)cc1
 : -2%, ., ., ., ?, ., -10%, -7%
O=C(Cn1cnc2c(cnn2-c2ccc(F)cc2)c1=O)N1CCN(c2ccccc2)CC1
 : 11%, 4%, -1%, -3%, 20%, 6%, 4%, 0%
CCOc1cccc(C2c3c(oc4ccccc4c3=O)C(=O)N2c2nc(C)c(C(=O)OC)s2)c1 (centres undefined)
 : 1%, ., ., ., -1%, ., 5%, -14%
CSCCC(C(=O)N1CC2(C)CC1CC(C)(C)C2)N1C(=O)c2ccccc2C1=O (centres undefined)
 : -13%, -5%, 4%, 1%, -7%, -8%, 1%, 2%
CC(C)OCCCn1c(=O)c2ccccc2n2c(-c3cc(Cl)ccc3O)nnc12
 : -5%, ., ., ., 9%, ., 0%, -2%
CC(=O)Nc1c(I)cc(I)c(C(=O)O)c1I
 : -4%, ., 1%, -6%, -5%, -5%, -5%, 0%
CCN1CCN(c2oc(-c3ccco3)nc2C#N)CC1
 : 4%, ., ?, 2%, ., -11%, -5%[0.0958 µM], 0%
COC(=O)c1cc(OC)c(=O)c2c(OC)c(OC)ccc2c1
 : 1%, ., -8%, 6%, -6%, 7%, -1%, -2%
CCOC(=O)CSC1=C(C#N)C(c2ccc(C)o2)CC(=O)N1 (centres undefined)
 : 5%, -13%, -30%, -7%, -16%, 8%, -7%, -3%
COc1cc(CNC(=O)c2cnc3c(-c4cccc(C)c4)c(C)nn3c2C)cc(OC)c1OC
 : 2%, ., ., ., -6%, ., -1%, 1%
COc1cccc(CNC(=O)CCC2CCCN(c3cc(C)nc(N(C)C)n3)C2)c1 (centres undefined)
 : 7%[53 µM], 7%, -7%, 9%, 1%, i, 5%, 1%[53 µM]
COc1ccc(CCN2C(=O)CS/C2=N/NC(=O)c2ccccc2F)cc1OC
 : 9%, 6%, -6%, -2%, -3%, -11%, -3%, -2%

Reprinted from the entries so far for reference:
Fields: TRb SRC2 PPI, L3MBTL1 inh, KDM4E inh, RGS12 GoLoco inh, Tau ThT inhib, RECQ1 inh, Tau fibril FP, TexasRed fluor
CC(C)OCCCn1c(=O)c2ccccc2n2c(-c3cc(Cl)ccc3O)nnc12
 : -5%, ., ., ., 9%, ., 0%, -2%
CC(=O)Nc1c(I)cc(I)c(C(=O)O)c1I
 : -4%, ., 1%, -6%, -5%, -5%, -5%, 0%
CCN1CCN(c2oc(-c3ccco3)nc2C#N)CC1
 : 4%, ., ?, 2%, ., -11%, -5%[0.0958 µM], 0%
COC(=O)c1cc(OC)c(=O)c2c(OC)c(OC)ccc2c1
 : 1%, ., -8%, 6%, -6%, 7%, -1%, -2%
CCOC(=O)CSC1=C(C#N)C(c2ccc(C)o2)CC(=O)N1 (centres undefined)
 : 5%, -13%, -30%, -7%, -16%, 8%, -7%, -3%
COc1cc(CNC(=O)c2cnc3c(-c4cccc(C)c4)c(C)nn3c2C)cc(OC)c1OC
 : 2%, ., ., ., -6%, ., -1%, 1%
COc1cccc(CNC(=O)CCC2CCCN(c3cc(C)nc(N(C)C)n3)C2)c1 (centres undefined)
 : 7%[53 µM], 7%, -7%, 9%, 1%, i, 5%, 1%[53 µM]
COc1ccc(CCN2C(=O)CS/C2=N/NC(=O)c2ccccc2F)cc1OC
 : 9%, 6%, -6%, -2%, -3%, -11%, -3%, -2%

Later entries:
Fields: TRb SRC2 PPI, L3MBTL1 inh, KDM4E inh, RGS12 GoLoco inh, Tau ThT inhib, RECQ1 inh, Tau fibril FP, TexasRed fluor
COc1ccc(OC)c(NC(=O)CSc2nc(-c3ccccc3C)nc3cc(=O)[nH]n23)c1
 : 1%, ., ., ., -13%, ., 0%, 0%
CCOc1ccc(NC(=O)NC(C)c2c(-n3cccc3)sc3c2CCN(CC)C3)cc1 (centres undefined)
 : -7%, ., ., ., -13%, ., 12%, 4%
CC(Sc1nc2cc([N+](=O)[O-])ccc2n1-c1ccc(F)cc1)C(=O)NCc1ccc2c(c1)OCO2 (centres undefined)
 : 2%, -2%, -4%, 31%[activator], 0%, -1%, 6%, -1%
CCOc1ccccc1Nc1sc(C(=O)c2ccccc2)c(N)c1C(=O)NCCc1ccccc1
 : 6%, ., ., ., ?, ., -6%, -1%
CCn1ccnc1C(O)c1cccc(OC)c1OC (centres undefined)
 : -25%, ., -5%, -18%, 4%, 6%, ?, 0%
CC(=O)N1CCN(c2ccc([N+](=O)[O-])cc2C#N)CC1
 : 1%, 5%, 13%, 7%, -6%, 0%, 4%, 1%
COc1ccc(CNCc2cccc(Cl)c2)cc1
 : -12%, 11%, -3%, 0%, 3%, -7%, 7%, -1%
C=CCN(C(=O)CNC(=O)c1ccco1)C(C(=O)NC1CCCCC1)c1ccc(F)cc1 (centres undefined)
 : 1%, -3%, -10%, 4%, 2%, -8%, 2%, -3%
CC(C)Sc1nc2c(c(=O)[nH]c(=O)n2C)n1C
 : -7%, 46%[activator], -6%, 9%, 5%, i, 0%, -6%
CCCCNC(=O)CCCn1c(=O)c2ccccc2n(CC(=O)NCCC2=CCCCC2)c1=O
 : -14%, -18%[11.4 µM], -3%, 8%, -4%, i, -1%, 3%
CCCCN1CCNC1=S
 : -2%, 12%, 3%, 9%, 1%, 8%, 6%, -1%
Cc1ccc(-c2nnc(Nc3ccc(CC(N)=O)cc3)c3ccccc23)cc1
 : 10%, -1%, 1%, 1%, 16%, 0%, 4%, 1%
CCc1nc2c(cnn2-c2ccc(Cl)cc2)c(=O)n1-c1ccc(OC)c(Cl)c1
 : 3%, ., ., ., -8%, ., -14%, 1%
CCCn1c(=N)n(CC(O)c2ccco2)c2ccccc21 (centres undefined)
 : -6%, 4%, -1%, 4%, -1%, 0%, -3%, 2%
N/C(=N\OS(=O)(=O)c1ccc(Cl)cc1)c1ccncc1
 : 9%, ., -4%, -2%, ?, i, -12%, 4%
CCC1Oc2ccc(C)cc2N(CC(=O)N(Cc2cccnc2)Cc2cccc(F)c2)C1=O (centres undefined)
 : -18%, -6%, 0%, -3%, 7%, -2%, 4%, -4%
Cc1ccc(CNC(=O)CN(c2cccc(C)c2C)S(=O)(=O)c2ccccc2)cc1
 : 11%, ., ., ., -17%, ., 7%, -5%
O=C(NCc1ccccc1)NC1COc2ccccc2C1 (centres undefined)
 : 14%, ., ., ., -4%, ., 3%, -1%
COCCCNC(=O)c1ccc2c(c1)ncn2-c1ccccc1OC
 : -6%, -5%, -4%, 29%, 11%, -11%, 5%, 4%
CNC(=O)CC1C(=O)N(C)C(=S)N1NC(=O)c1ccc(Cl)cc1 (centres undefined)
 : -4%, ., 2%, -10%, -11%, i, 2%, -8%
CCn1cc(S(=O)(=O)c2ccc(C)cc2)[nH]c1=O
 : 4%, ., 4%, -2%, -2%, i, -1%, 0%
